LDHA block: blocks human lactate dehydrogenase A. activity change, % (values are at about 110 or 230 µM). 480,000 tested, 0.15% active. P00338. purified LDHA, NADH/diaphorase-resazurin fluorescence; hits give low values. AID 1347041; in the data active = activity change below about -30%; inconclusive = mostly about -25% to -30%;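 also: plate controls were DMSO wells for no effect and wells without enzyme for full effect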
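Resorufin fluorescence (ex540/em590), read at 0 and 20 min after diaphorase/resazurin addition, reports the NADH left after a 5 min room-temperature reaction of 2 nM human LDH5 with 0.06 mM NADH and 0.2 mM pyruvate.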
IDH1 R132H inh: human IDH1 R132H inhibition | IDH1-R132H enzyme, NADPH consumption, diaphorase/resazurin fluorescence | 390,000 tested, 0.093% active | Potency, µM (top dose mostly 76.6 µM), for inactives: top-dose activity change, negative = inhibition, hits mostly inhibitors | O75874; also: potency is read from the fitted curve at half-maximal effect; % is scaled to controls: 0 for no effect and ±100 for the full control effect; nearly all actives have a fitted effect of over 65% in size
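IDH1-R132H (0.5 ug/mL dispensed) in pH 7.5 Tris buffer was preincubated 30 min with compound, then given a substrate mix of 0.016 mM NADPH and 2 mM alpha-KG for 80 min at room temperature; remaining NADPH was read by diaphorase/resazurin fluorescence.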
USP1 inh: USP1/UAF1 (human) deubiquitinase inhibition | Potency, µM (titrated, usually from 57.1 µM), without a hit: at the top dose activity change, negative = inhibition, usual class: inhibitors | recombinant USP1/UAF1, Ub-Rhodamine cleavage fluorescence | 390,000 tested, 0.23% active | AID 743255 | O94782; also: potency is read from the fitted curve at half-maximal effect; % is scaled to controls: 0 for no effect and ±100 for the full control effect; nearly all actives have a fitted effect of over 60% in size; inactives centre near -12
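1 nM enzyme complex + cpd, 15 min RT; start with Ub-Rho 150nM final; kinetic fluorescence ex 480/em 540, 6 reads q60 s. Buffer 50mM HEPES pH 7.8, 0.5mM EDTA, 0.1 mg/ml BSA, 1mM TCEP, 0.01% Tween-20.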
TrxR1 substrate: is turned over as a substrate by rat TrxR1; Potency, µM (top dose mostly 114 µM), without a hit: at the highest dose activity change, negative = substrate turnover; O89049; 390,000 tested, 0.01% active; AID 588456; purified TrxR1 substrate turnover, NADPH consumption readout; also: potency is read from the fitted curve at half-maximal effect; % is scaled to controls: 0 for no effect and ±100 for the full control effect; nearly all actives have a fitted effect of over 50% in size
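Rat TrxR1, dispensed at 90 nM, was prereduced with 400 uM NADPH (final) for 5 min at ~22 deg C, then incubated with compound 15 min before 400 uM selenite. A first-read NADPH fluorescence drop versus no-compound background flagged substrates.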
Vif-APOBEC3G blk: blocks the Vif interaction with human APOBEC3G. Potency, µM (highest dose often 46.1 µM), without a hit: at the highest dose activity, negative = active, hits mostly inhibitors. HeLa A3G-eYFP + Vif (tagged APOBEC3G with the HIV-1 protein that degrades it), YFP fluorescence, overnight. 410,000 tested, 0.076% active;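 also: potency is read from the fitted curve at half-maximal effect; % is scaled to controls: 0 for no effect and ±100 for the full control effect; nearly all actives have a fitted effect of over 60% in size; hits raise eYFP signal because A3G escapes Vif-driven loss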
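Read-out is eYFP fluorescence (Ex 488/Em 500-530) from Vif-expressing HeLa A3G-eYFP cells; more signal means A3G escaped Vif-mediated degradation. Cells plated overnight, compound pinned in, incubated overnight at 37 deg C.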
PI4K2A block: blocks human PI4K2A kinase activity | purified PI4K2A, ADP-Glo luminescence, 1 h; hits give low values | activity change, negative = inhibition, % at 76.9 µM | 420,000 tested, 0.13% active | AID 1346378; in the data active = activity change below about -50%; inconclusive = mostly about -30% to -49%;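 also: -100% = wells without enzyme as full effect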
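PI4K2A activity was measured by ADP-Glo luminescence: enzyme (4 ug/mL stock) and phosphatidylinositol (1.2 mM stock) in Tris pH 7.5/MgCl2/EGTA/Triton X-100 buffer were reacted with ATP (300 microM stock) for one hour at ambient temperature.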
Glioma ERSR ind: inducers of ER stress response in human glioma cells | U87-MG GRP78 promoter luciferase reporter, 16 h | Potency, µM, for the others: top-dose activation, most hits filed as activators | 420,000 tested, 0.02% active | AID 602332; also: potency is read from the fitted curve at half-maximal effect; series mostly up to about 76 µM; % of control where 0% means no effect; nearly all actives have a fitted effect of over 35% in size
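Stably transfected U87-MG glioma cells carrying a GRP78-based luciferase sensor; 16 h compound incubation. Luminescence end-point read 10 min after Bright-Glo addition at room temperature.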
Vif-APOBEC3F blk: inhibitors of Vif-A3F interaction. HeLa A3F-eYFP + Vif (tagged APOBEC3F with the HIV-1 protein that degrades it), YFP fluorescence increase. Potency, µM (highest dose often 46.1 µM), for inactives: at the highest dose activity, negative = active. 390,000 tested, 0.2% active. AID 602313; also: potency is read from the fitted curve at half-maximal effect; % of control where 0% means no effect; nearly all actives have a fitted effect of over 65% in size
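HeLa cells stably expressing Vif plus C-terminally eYFP-tagged A3F were seeded, incubated overnight at 37 deg C, dosed with compound, incubated overnight again at 37 deg C. Yellow fluorescence (Ex 488/Em 500-530) reported blocked Vif-mediated A3F-eYFP degradation.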
RXFP1 agonist: RXFP1 (human) receptor agonism | Potency, µM (highest dose often 57.5 µM), without a hit: at the highest dose activation, usual class: activators | AID 2676 | 370,000 tested, 0.3% active | HEK293T-RXFP1 cAMP TR-FRET, 30 min; response scale: percent of porcine relaxin response, buffer zero | Q9HBX9; also: potency is read from the fitted curve at half-maximal effect; % is scaled to controls: 0 for no effect and ±100 for the full control effect; nearly all actives have a fitted effect of over 60% in size; many of its hits are not listed in these tables
Target sequence (Q9HBX9 whole entry, looked up): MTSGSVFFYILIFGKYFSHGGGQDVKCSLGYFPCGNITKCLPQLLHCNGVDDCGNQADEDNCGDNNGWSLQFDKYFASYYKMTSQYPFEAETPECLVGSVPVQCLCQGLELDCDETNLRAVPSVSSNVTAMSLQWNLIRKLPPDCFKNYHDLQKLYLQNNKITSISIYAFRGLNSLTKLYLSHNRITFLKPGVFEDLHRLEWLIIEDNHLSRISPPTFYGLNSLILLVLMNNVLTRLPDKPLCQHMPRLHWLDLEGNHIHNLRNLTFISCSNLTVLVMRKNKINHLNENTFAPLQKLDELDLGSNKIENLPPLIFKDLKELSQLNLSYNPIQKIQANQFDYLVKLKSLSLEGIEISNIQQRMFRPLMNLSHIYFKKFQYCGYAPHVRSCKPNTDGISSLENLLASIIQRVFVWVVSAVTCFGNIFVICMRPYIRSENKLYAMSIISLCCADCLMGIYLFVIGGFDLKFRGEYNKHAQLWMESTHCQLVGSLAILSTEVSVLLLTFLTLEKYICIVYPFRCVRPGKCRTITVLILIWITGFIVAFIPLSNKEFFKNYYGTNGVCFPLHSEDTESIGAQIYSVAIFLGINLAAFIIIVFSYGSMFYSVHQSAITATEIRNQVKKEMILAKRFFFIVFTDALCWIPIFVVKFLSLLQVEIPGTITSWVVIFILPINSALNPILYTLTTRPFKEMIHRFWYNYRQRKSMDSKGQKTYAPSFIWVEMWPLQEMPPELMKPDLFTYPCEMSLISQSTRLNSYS
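Agonist response is measured as cAMP accumulation in an RXFP1-transfected HEK293T line under PDE4 inhibition. Values are scaled between buffer-only and 29 nM porcine relaxin, and EC50s come from standard Hill equation fits.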
An asterisk follows results filed as active; ? = inconclusive; / = not tested or not shown; & = joins results of further samples; [ ] = dose if it differs, or a comment. Unless noted, calls follow the shape of the dose curve; as a rule, active = well fitted curve in the direction sought with a large enough effect; inconclusive = small, poorly fitted or top-dose-only effect, or another doubt; inactive = no such curve, though single readings can be large; an effect the other way counts as inactive or inconclusive.

SMILES	LDHA block	IDH1 R132H inh	USP1 inh	TrxR1 substrate	Vif-APOBEC3G blk	PI4K2A block	Glioma ERSR ind	Vif-APOBEC3F blk	RXFP1 agonist
CCOc1ccc2c(c1)C(C)=CC(C)(C)N2S(=O)(=O)c1ccc(C)cc1	-1	20%	-27%	-3%	?	-1	-6%	?	0.8%
CC(C)(C)NC(=O)C(c1ccccc1)N(C(=O)c1csnn1)C1CC1 (stereo not drawn)	-4	4%	-3%	9%[57.1 µM]	1%	4	-2%	7%	2.2%
COc1ccc(C(C)=O)cc1CSc1ccc(S(=O)(=O)N2CCCCC2)cn1	0	6%	-18%	1%	2%	-6	-5%	0%	2.1%
Cc1ccc(-c2nc(N=Nc3ccc(O)cc3)n[nH]2)cc1	-2	11%	3%	-17%	-7%	2	1%	-5%	2.9%
CCOC(=O)c1c(C)n(-c2ccccc2)c2ccc(OC(=O)COc3ccc(Cl)cc3)cc12	0	1%	9%	-7%	3%	6	-3%	0%	3.0%
CC1CC(C)CN(C(=O)CSc2nnc(-c3ccc(Cl)cc3)o2)C1 (stereo not drawn)	-1	5%	-19%	8%	-7%	-3	-5%	-2%	-0.6%
COc1cccc(Nc2nc3ccccc3n3cnnc23)c1	3	-6%	-23%	-1%	-5%	-2	4%	-3%	1.9%
Cc1cc(C)c(S(=O)(=O)NCc2cccs2)cc1C	2	5%	-21%	-4%	3%	0	-3%	0%	-2.5%
CCOc1ccccc1C(=O)Nc1c(C(=O)Nc2ccc(F)cc2)oc2ccccc12	-5	-4%	?	-1%	?	0	-3%	-27%	2.8%
COc1ccc(Cc2nnc(NC(=O)Nc3ccc(C)cc3)s2)cc1OC	-1	-4%	-12%	-3%	-1%	-5	8%	0%	1.1%
C/C(=N\O)c1ccc(Cl)cc1Cl	0	1%	-16%	7%[57.1 µM]	2%	-2	-5%	-8%	-1.6%
CNC(=S)N1CCC(C(=O)c2ccc(Cl)cc2)CC1	0	14%	-15%	/	3%	-1	-2%	-2%	/
O=C(NCC1CCCO1)c1ccc(/C=N/O)nc1 (stereo not drawn)	1	0%	-15%	12%[57.1 µM]	3%	1	-5%	-5%	0.8%
COc1ccc(C(=O)Nc2ccccc2C(=O)N/N=C/c2ccc(O)c(OC)c2)cc1	0	11%	-17%	9%	-11%	-69*	-15%	1%	1.5%
CC(C)CN(C(=O)COC(=O)c1ccc(C#N)cc1)C1CCS(=O)(=O)C1 (stereo not drawn)	-1	6%	-5%	5%	-8%	3	-3%	3%	2.5%
Cc1nn(C)c(C)c1C1C(C#N)=C(N)Oc2n[nH]c(C)c21 (stereo not drawn)	-4	2%	-6%	4%	-3%	-1	7%	8%	1.6%
CCOC(=O)/C(=N\Nc1ccc(Cl)cc1)c1csc(Nc2ccccc2)n1	-3	-1%	-19%	-9%	-4%	6	-17%	-17%	-3.0%
CCOc1ccc(C(=O)C(C)OC(=O)CN2C(=O)NC(C)(C)C2=O)cc1 (stereo not drawn)	-5	-3%	-22%	-3%	-5%	2	-1%	6%	0.1%
CC(C)CCCN1C(Nc2ccccc2)=NC[C@@H]1C	-9	-1%	-22%	2%	3%	1	-5%	5%	1.1%
CC(C)c1ccc(NC(=O)c2cnn(-c3ccccc3)c2NC(=O)c2ccco2)cc1	-8	-4%	-21%	7%[57.1 µM]	-4%	-2	-7%	1%	0.4%
Nc1[nH]c(=O)nc(Nc2ccccc2)c1N=O	7	-16%	-27%	-4%	0%	-3	-3%	-27%	/
Cn1ncc(Cl)c1C(=O)N1CCC(Cc2ccccc2)CC1	-17	-10%	-11%	-7%	0%	-2	0%	2%	0.3%
COc1ccc(NC2=CC(c3cccc(OC)c3)N(c3ccc(OC)cc3)C2=O)cc1 (stereo not drawn)	-2&6	1%	-9%	-7%	1%	0	-4%	-1%	0.1%
CCC(=O)Nc1cccc(C(=O)/C=C/c2ccc(F)cc2)c1	-2	10%	-10%	-8%	?	-5	-5%	-1%	0.7%
Cc1occc1C(=O)Nc1ccc([N+](=O)[O-])cc1Br	2	3%	-15%	6%	-8%	-6	2%	?	-0.3%
COc1cc(OC)cc(C(=O)Nc2ccccc2S(=O)(=O)N2CCCC2OC(C)=O)c1 (stereo not drawn)	-4	12%	-20%	-2%	-8%	-3	0%	-1%	2.2%
CCN1c2ccc(S(=O)(=O)N3CCOCC3)cc2N(Cc2ccc(OC)cc2)C1C (stereo not drawn)	-1	13%	-14%	6%	-1%	1	-2%	-11%	?
CCC1Oc2ccccc2N(CC(=O)NC2CC2)C1=O (stereo not drawn)	1	3%	8%	1%	0%	-3	-2%	10%	0.5%
O=C(COC(=O)Cc1c[nH]c2ccccc12)Nc1cccc2ccccc12	-3	0%	-14%	-8%	0%	1	5%	5%	-1.1%
COc1ccc(NC(=O)c2cc3n(n2)C(C(F)(F)F)CC(c2ccc4c(c2)OCO4)N3)cc1OC (stereo not drawn)	9	-2%	-14%	4%	5%	3	-2%	-10%	-0.3%
O=C(NCN1CCN(CCO)CC1)c1cnccn1	-1	-1%	-14%	14%[57.1 µM]	2%	1	-4%	2%	-2.5%
Cc1oc2ncn(C)c(=O)c2c1C(=O)N1CCN(c2cccc(C(F)(F)F)c2)CC1	-6	-12%	3%	2%	-2%	-6	4%	6%	-1.8%
CCCC(=O)Nc1nc(C)c(-c2csc(Nc3ccccc3C)n2)s1	-5	-1%	-32%	1%	-13%	-5	-4%	-3%	0.6%
O=C(Nc1nnc(CCN2CCOCC2)s1)C1CCCCC1	-2	10%	-10%	-1%[57.1 µM]	2%	-2	-3%	-2%	1.5%
COc1ccc(CCNC(=O)CCN2C(=O)C(C)Oc3ccc(C)cc32)cc1OC (stereo not drawn)	0	9%	-19%	7%	-1%	-3	-6%	6%	2.5%
Cc1ccc(SC[C@H](Cc2ccccc2)N2CCN(CC(C)C)CCC2=O)cc1	1	-9%	?	2%	-2%	0	3%	-4%	2.0%
CCCCNC(=O)C1(C)CCC(=O)N1C1CCN(Cc2ccccc2)CC1 (stereo not drawn)	-3	/	/	/	1%	-1	-4%	/	/
Oc1ccc2ccccc2c1CNc1cnc2ccccc2c1	11	14%	-8%	74%[activator]	-7%	1	-4%	0%	2.9%
CC1(Oc2ccc3ccccc3c2)CCN(Cc2cccn2-c2nccs2)C1 (stereo not drawn)	-6	/	/	/	1%	3	-3%	/	/
CC(C)NC(=O)CSCc1c(F)cccc1Cl	-15	23%	-13%	-2%	-2%	2	3%	-7%	2.0%
COc1ccc(N(CC(=O)Nc2cc(C)on2)S(=O)(=O)c2ccc(Cl)cc2)cc1	-2	3%	-16%	3%[57.1 µM]	0%	5	-2%	-16%	-0.2%
COc1ccc(NC(=O)N(C)C[C@H]2OCCCC[C@H](C)Oc3ccc(NS(=O)(=O)c4cn(C)cn4)cc3C(=O)N([C@H](C)CO)C[C@@H]2C)cc1	1	7%	?	/	-4%	-6	-2%	5%	/

Exported bar-delimited: entries from further up.
canonical_smiles | LDHA block | IDH1 R132H inh | USP1 inh | TrxR1 substrate | Vif-APOBEC3G blk | PI4K2A block | Glioma ERSR ind | Vif-APOBEC3F blk | RXFP1 agonist
Cc1oc2ncn(C)c(=O)c2c1C(=O)N1CCN(c2cccc(C(F)(F)F)c2)CC1 | -6 | -12% | 3% | 2% | -2% | -6 | 4% | 6% | -1.8%
CCCC(=O)Nc1nc(C)c(-c2csc(Nc3ccccc3C)n2)s1 | -5 | -1% | -32% | 1% | -13% | -5 | -4% | -3% | 0.6%
O=C(Nc1nnc(CCN2CCOCC2)s1)C1CCCCC1 | -2 | 10% | -10% | -1%[57.1 µM] | 2% | -2 | -3% | -2% | 1.5%
COc1ccc(CCNC(=O)CCN2C(=O)C(C)Oc3ccc(C)cc32)cc1OC (stereo not drawn) | 0 | 9% | -19% | 7% | -1% | -3 | -6% | 6% | 2.5%
Cc1ccc(SC[C@H](Cc2ccccc2)N2CCN(CC(C)C)CCC2=O)cc1 | 1 | -9% | ? | 2% | -2% | 0 | 3% | -4% | 2.0%
CCCCNC(=O)C1(C)CCC(=O)N1C1CCN(Cc2ccccc2)CC1 (stereo not drawn) | -3 | / | / | / | 1% | -1 | -4% | / | /
Oc1ccc2ccccc2c1CNc1cnc2ccccc2c1 | 11 | 14% | -8% | 74%[activator] | -7% | 1 | -4% | 0% | 2.9%
CC1(Oc2ccc3ccccc3c2)CCN(Cc2cccn2-c2nccs2)C1 (stereo not drawn) | -6 | / | / | / | 1% | 3 | -3% | / | /
CC(C)NC(=O)CSCc1c(F)cccc1Cl | -15 | 23% | -13% | -2% | -2% | 2 | 3% | -7% | 2.0%
COc1ccc(N(CC(=O)Nc2cc(C)on2)S(=O)(=O)c2ccc(Cl)cc2)cc1 | -2 | 3% | -16% | 3%[57.1 µM] | 0% | 5 | -2% | -16% | -0.2%

Source: PubChem BioAssay (National Center for Advancing Translational Sciences (NCATS))

An excerpt. The share of hits here may be higher or lower than overall.
